High-throughput results: PubChem BioAssay, National Center for Advancing Translational Sciences (NCATS)
EPAC1 ag = activates human EPAC1 exchange factor | O95398 | EPAC1 agonist qHTS, biochemical assay; response scale: 100% = response to 6.5 mM cAMP | Potency, µM (series often up to 154 µM), without a hit: at the highest dose activation, hits mostly activators | 0.073% of 360,000 active; note: potency is the fitted concentration of half-maximal effect; nearly all actives have a fitted effect of over 60% in size
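Multi-concentration qHTS readout: loss of Rap1B-bound BODIPY-GDP fluorescence driven by 100 nM EPAC1 with excess GDP (50 uM), monitored kinetically at room temperature; agonist response expressed relative to 6.5 mM cAMP.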
PI5P4Ka inh = inhibitors of human PI5P4K alpha. P48426. PI5P4Kalpha enzyme, ADP-Glo luminescence, 60 min; active compounds read low. max response, %. 1.2% of 330,000 active; active = max response of -50% or lower; inconclusive = between -30% and -50%; inactive = -30% or higher; note: value at the top dose of about 77 µM; % is set by controls: 0 for no effect and ±100 for the full control effect
Target sequence (P48426 whole entry, looked up): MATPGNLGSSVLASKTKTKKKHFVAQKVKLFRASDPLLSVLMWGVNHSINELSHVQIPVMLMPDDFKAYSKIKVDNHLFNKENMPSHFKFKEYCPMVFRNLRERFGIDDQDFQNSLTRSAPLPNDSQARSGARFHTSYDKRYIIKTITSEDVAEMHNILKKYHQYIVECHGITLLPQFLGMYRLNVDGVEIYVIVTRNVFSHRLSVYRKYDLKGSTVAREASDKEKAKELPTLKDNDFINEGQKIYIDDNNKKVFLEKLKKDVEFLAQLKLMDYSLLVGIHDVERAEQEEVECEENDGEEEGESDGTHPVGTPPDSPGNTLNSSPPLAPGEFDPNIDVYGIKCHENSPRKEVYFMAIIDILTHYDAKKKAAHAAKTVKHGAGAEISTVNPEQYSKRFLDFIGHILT
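qHTS, 1536-well: enzyme/substrate mix, compound by pin tool, 5 microM ATP final; RT 60 min; ADP-Glo reagents 1 (45 min) then 2 (30 min); luminescence.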
EPAC1 antagonist = antagonists of human EPAC1; Potency, µM (titrated, usually from 115 µM), inactives show at the highest dose activity change, negative = inhibition, most hits filed as inhibitors; 0.14% of 360,000 active; O95398; EPAC1 GEF assay, Rap1b-BODIPY-GDP exchange fluorescence; AID 720709;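 note: potency is the fitted concentration of half-maximal effect; plate controls were vehicle for no effect and positive control for full effect; nearly all actives have a fitted effect of over 50% in size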
CCT modulator = cytosolic chaperonin activity modulation; purified chaperonin ATPase assay, HTRF ADP detection, 30 min; activity change, % (no concentration beside the values), hits read low; 0.3% of 360,000 active; in the data active = activity change below about -30%; note: % is set by controls: 0 for no effect and ±100 for the full control effect
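First, chaperonin was dispensed at 40 nM or 20 nM final depending on batch activity. Next, compounds were pinned at 76 uM and ATP added at 10 uM. After 30 min at 37 °C, ADP detection reagents ran 30 min at ambient temperature.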
IL2 activator = activators of IL-2. IL-2 activation reporter assay, cell-based qHTS; stimulated with anti-CD3/CD4/CD28 beads; in transgenic mouse T cells. activation, % (series mostly up to about 46 µM). 0.065% of 360,000 active. AID 652025; in the data active = activation above about 50%; inconclusive = mostly about 30% to 49%; note: 0% is about no effect
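Using fluorescent plate cytometry, EGFP and DsRed are detected in transgenic mouse T cells stimulated 18 h at 37 degrees C with antibody-coated beads after 60 min compound pretreatment.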
WRN inhibitor = WRN helicase (human) inhibition; Potency, µM (series often up to 114 µM), without a hit: at the top dose activity change, negative = inhibition, actives largely listed as inhibitors; 0.46% of 360,000 active; Q14191; WRN helicase unwinding, fluorescent forked duplex, kinetic; note: potency is the fitted concentration of half-maximal effect; % is set by controls: 0 for no effect and ±100 for the full control effect; nearly all actives have a fitted effect of over 55% in size
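Kinetic fluorescence helicase assay: unwinding of a quenched forked DNA duplex (100 nM final) with 2 mM ATP final raises red fluorescence (525/598 nm). Compounds sat 15 min at room temperature with 20 nM WRN beforehand.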
EPAC2 ag = activates human EPAC2 exchange factor; 0.079% of 360,000 active; Q8WZA2; AID 720711; Potency, µM (series often up to 154 µM), without a hit: at the highest dose activation, actives largely listed as activators; EPAC2 activation, biochemical qHTS; response scale: 100% = 6.5 mM cAMP response; note: potency is the fitted concentration of half-maximal effect; nearly all actives have a fitted effect of over 50% in size
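qHTS, titration series. 100 nM EPAC2 / 250 nM Rap1B-BODIPY-GDP / 50 uM GDP; RT; ex 480/em 540 nm, 5-min reads to 30 min. Norm. to 6.5 mM cAMP = activation.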
PLK1 PBD block = inhibitors of human PLK1 polo-box domain binding; Potency, µM, for inactives: max response, negative = inhibition, usual class: inhibitors; Plk1 PBD binding of FITC phosphopeptide, fluorescence polarization; 2.8% of 360,000 active; note: potency is the fitted concentration of half-maximal effect; series mostly up to about 57 µM; % is set by controls: 0 for no effect and ±100 for the full control effect; nearly all actives have a fitted effect of over 65% in size
Target sequence (P53350 whole entry, looked up, the tested form may be a part): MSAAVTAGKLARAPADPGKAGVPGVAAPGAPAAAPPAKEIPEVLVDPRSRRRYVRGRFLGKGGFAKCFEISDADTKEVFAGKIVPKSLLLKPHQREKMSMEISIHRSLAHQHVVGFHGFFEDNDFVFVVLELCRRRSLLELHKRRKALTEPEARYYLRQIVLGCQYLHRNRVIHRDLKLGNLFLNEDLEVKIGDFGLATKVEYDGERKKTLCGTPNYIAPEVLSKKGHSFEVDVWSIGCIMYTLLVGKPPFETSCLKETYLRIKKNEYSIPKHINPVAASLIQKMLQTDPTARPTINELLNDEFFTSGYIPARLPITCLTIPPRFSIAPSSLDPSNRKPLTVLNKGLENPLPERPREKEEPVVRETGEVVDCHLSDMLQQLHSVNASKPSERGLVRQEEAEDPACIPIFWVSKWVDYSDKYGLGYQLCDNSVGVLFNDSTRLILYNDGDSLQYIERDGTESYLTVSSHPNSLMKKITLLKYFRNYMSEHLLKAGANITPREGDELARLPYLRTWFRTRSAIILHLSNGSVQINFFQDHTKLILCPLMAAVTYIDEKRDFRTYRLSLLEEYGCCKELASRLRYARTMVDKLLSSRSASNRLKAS
* marks the source's active call; other numbers are inactive results; ? = inconclusive; . = no result given; [ ] = remark or other dose. Unless noted, calls come from the whole dose curve; as a rule, active = well fitted curve in the direction sought with a large enough effect; inconclusive = small, poorly fitted or top-dose-only effect, or another doubt; inactive = no such curve, though single readings can be large; an effect the other way counts as inactive or inconclusive.

SMILES	EPAC1 ag	PI5P4Ka inh	EPAC1 antagonist	CCT modulator	IL2 activator	WRN inhibitor	EPAC2 ag	PLK1 PBD block
Cc1ccc(C)c(S(=O)(=O)NC2CCS(=O)(=O)C2)c1 (stereo unspecified)	-2%	4	?	-0.2	-0.4	-4%	7%	1%
CCn1c(O)c(N=NC(=O)CNc2ccc(C)cc2)c2ccccc21	5%	1	-18%	2.1	0.0	-12%	7%	-5%
Cc1ccc(SCCC(=O)NCc2ccncc2)cc1	7%	2	-13%	0.4	-1.3	-7%	4%	-4%
CN(C(=O)c1cccc(NC(=O)Cc2ccc(NC(=O)C3CCCN(C(=O)C4CCCC4)C3)cc2)c1)C1CCCCC1 (stereo unspecified)	-9%	-1	3%	-2.0	-0.2	3%	-9%	4%
OCCNc1ncnc2c1ncn2[C@H]1CN(Cc2ccc(Cl)cc2)C[C@@H](CO)O1	9%	7	0%	-0.9	1.2	-4%	3%	0%
CN(C(=O)c1cc(S(=O)(=O)N2CCc3ccccc32)cn1C)C1CCCCC1	-2%	-8	-23%	-0.6	-2.6	-5%	9%	-19%
CN(C)c1cccc(C(=O)NCCCn2ccc3ccccc32)c1	-3%	26	?	-0.7	-3.7	-7%	13%	-18%
CN(C)CCCN(C(=O)c1ccc(Br)s1)c1nc2cc3c(cc2s1)OCO3	6%	-5	-6%	2.5	-2.8	0%	0%	-6%
O=C1CCC(c2ccc(-n3ccnc3)cc2)=NN1	-14%	-10	0%	-1.8	0.6	0%	2%	-4%
COc1cc(/C=C2/SC(=S)N(CCC(=O)Nc3cccnc3)C2=O)cc(OC)c1OC	-13%	2	-5%	1.9	-2.0	3%	-6%	1%
O=C1CC(N2CCOCC2)C(=O)N1c1ccc2c(c1)OCO2 (stereo unspecified)	5%	0	-5%	0.9	3.5	-19%	1%	0%
COc1ccccc1NC(=O)c1ccccc1-c1ccccc1C(=O)O	-3%	-7	9%	-0.5	-1.9	2%	3%	-9%
COc1ccc(CCNc2nnc(Sc3nnnn3-c3ccccc3)s2)cc1OC	6%	.	7%	0.7	-4.3	-10%	0%	-5%
CCCSc1ccc([C@@H]2[C@@H]3C(=O)N(C)C(=O)[C@@H]3[C@]3(C(=O)OC)CCCN23)cc1OC	0%	-18	-15%	1.0	-0.5	-7%	13%	-14%
Cc1ccccc1CNC(=O)c1ccccc1C(=O)O	-3%	3	3%	1.2	-1.3	-10%[57.1 µM]	2%	-4%
C=CCNC(=O)c1ccc(C)cc1Cl	1%	.	-3%	-3.2	-0.2	4%	14%	-7%
O=C(O)/C=C/c1ccc(S(=O)(=O)Nc2ccc(C(=O)NCC(=O)O)cc2)cc1	-1%	-11	4%	-0.6	2.5	-2%[11.6 µM]	-9%	-10%
S=C1NCN(Cc2ccco2)CN1	2%	3	-11%	-1.3	-3.7	-3%	1%	-6%
Cc1ccc(NC(=O)CSc2nc(O)c(Cc3ccccc3)c(=O)n2-c2ccccc2)cc1	7%	0	1%	0.1	-2.5	-14%	0%	-11%
COc1cc2c(cc1NC(=O)CSc1nnnn1-c1ccccc1)oc1ccccc12	-9%	2	7%	2.3	0.5	5%	-2%	-12%
COc1c(F)c(F)c(C(=O)Nc2ccc(N3CCN(C(C)=O)CC3)c(Cl)c2)c(F)c1F	4%	.	0%	-3.4	0.5	-3%	15%	-9%
CN1CCN(CC(=O)Nc2c(C(=O)c3ccccc3)oc3ccccc23)CC1	2%	5	-8%	-3.2	0.1	-17%	3%	-5%
CCCCN(CC)C(=O)C1CCC(=O)N(c2ccc(OC)cc2)C1c1ccc(OC)c(OC)c1 (stereo unspecified)	-3%	-2	2%	-1.1	0.3	5%	-5%	-1%
CC(C)N(C(=O)CSc1ccc(S(=O)(=O)N2CCCCC2)cn1)C(C)C	-1%	-5	4%	-1.6	0.3	5%	6%	-10%
COC(=O)c1sccc1NC(=O)c1cc(C)on1	8%	.	-3%	-2.3	-2.1	-5%	14%	-7%

Entries shown so far with a halogen:
SMILES	EPAC1 ag	PI5P4Ka inh	EPAC1 antagonist	CCT modulator	IL2 activator	WRN inhibitor	EPAC2 ag	PLK1 PBD block
OCCNc1ncnc2c1ncn2[C@H]1CN(Cc2ccc(Cl)cc2)C[C@@H](CO)O1	9%	7	0%	-0.9	1.2	-4%	3%	0%
CN(C)CCCN(C(=O)c1ccc(Br)s1)c1nc2cc3c(cc2s1)OCO3	6%	-5	-6%	2.5	-2.8	0%	0%	-6%
C=CCNC(=O)c1ccc(C)cc1Cl	1%	.	-3%	-3.2	-0.2	4%	14%	-7%
COc1c(F)c(F)c(C(=O)Nc2ccc(N3CCN(C(C)=O)CC3)c(Cl)c2)c(F)c1F	4%	.	0%	-3.4	0.5	-3%	15%	-9%

4 compounds from above, ordered by count of non-hydrogen atoms, low to high:
SMILES	EPAC1 ag	PI5P4Ka inh	EPAC1 antagonist	CCT modulator	IL2 activator	WRN inhibitor	EPAC2 ag	PLK1 PBD block
COC(=O)c1sccc1NC(=O)c1cc(C)on1	8%	.	-3%	-2.3	-2.1	-5%	14%	-7%
Cc1ccccc1CNC(=O)c1ccccc1C(=O)O	-3%	3	3%	1.2	-1.3	-10%[57.1 µM]	2%	-4%
COc1ccccc1NC(=O)c1ccccc1-c1ccccc1C(=O)O	-3%	-7	9%	-0.5	-1.9	2%	3%	-9%
COc1ccc(CCNc2nnc(Sc3nnnn3-c3ccccc3)s2)cc1OC	6%	.	7%	0.7	-4.3	-10%	0%	-5%

Following part.
SMILES	EPAC1 ag	PI5P4Ka inh	EPAC1 antagonist	CCT modulator	IL2 activator	WRN inhibitor	EPAC2 ag	PLK1 PBD block
Cc1ccc(C)c(N(C(=O)Cn2nnc3ccccc32)C(C(=O)NCc2ccco2)c2ccncc2)c1 (stereo unspecified)	18%	5	2%	-0.3	-0.4	-9%	-5%	-2%
CCN(CC)CCN1c2ccccc2Sc2ccc3ccccc3c21	14%	0	2%	-24	-0.4	4%	12%	-20%
CN(c1ccc(C(=O)Nc2ccc(S(=O)(=O)N3CCCC3)cc2)cc1)S(C)(=O)=O	5%	15	-7%	-0.1	0.4	0%[57.1 µM]	4%	-6%
O=C(NCCN1CCc2ccccc2C1)Nc1ccc(F)cc1	-4%	3	-13%	0.5	-1.3	-3%	4%	-6%
CCc1cc(=O)oc2cc(C)cc(OCC(=O)NCCc3c[nH]c4ccccc34)c12	-17%	2	?	-1.8	-0.5	7%	2%	-6%
CC(C)CC(=O)Nc1c2c(nn1-c1ccc(F)cc1)CS(=O)(=O)C2	7%	0	-1%	1.9	0.0	4%	4%	-7%
O=C(CSc1nc2c(cnn2-c2ccccc2)c(=O)[nH]1)N1CCCCC1	0%	-6	5%	1.9	-2.3	-16%	-10%	-2%
CC(=O)N1CC[n+]2c(-c3ccc([N+](=O)[O-])cc3)csc21	-4%	-61*	11%	1.2	-2.7	12%	4%	9.5µM*
COCCNC(=O)C1CCCN(Cc2ccccc2)CC1 (stereo unspecified)	0%	1	-20%	-0.2	0.8	-11%	2%	-9%
COc1cccc(CN(C)CC(=O)Nc2ccccc2C(=O)Nc2ccccc2)c1	10%	-6	-27%	-3.9	-0.2	0%	3%	-13%
O=[N+]([O-])c1cc(S(=O)(=O)Nc2ccccc2)ccc1N1CCN(c2ccc(O)cc2)CC1	3%	3	-9%	-0.4	-0.1	-13%	1%	5%
C=CC[C@@H](CC(=O)N(CCO)Cc1ccccc1)C(=O)N[C@@H](C)COC(=O)[C@@H](CC=C)Cc1ccc(F)cc1	-7%	-1	-8%	0.6	0.0	-2%	-2%	-1%
CCN1C(=O)C2(SC(NC(C)=O)=NN2C(C)=O)c2cc(C)ccc21 (stereo unspecified)	9%	.	7%	4.2	0.9	-7%	7%	-6%
Cc1ccnc2c(N3C(=O)C4C5c6ccccc6C(c6ccccc65)C4C3=O)cccc12 (stereo unspecified)	13%	3	5%	-1.3	-3.2	-14%	13%	3%
Cc1cccnc1Sc1c([N+](=O)[O-])ncn1C	1%	.	3%	-0.9	-3.2	13%	2%	-4%
CCCCn1c(N)c(N(CC)C(=O)c2cc(C)cc(C)c2)c(=O)[nH]c1=O	3%	2	-3%	0.5	0.3	5%	13%	-10%
COc1ccc(Br)c2oc(SC)cc(=O)c12	-3%	-4	3%	-1.3	-0.1	2%	-1%	-7%
CCCC(=O)N1CCOCC1c1cc(C(=O)Nc2ccccc2)no1 (stereo unspecified)	-3%	8	-8%	-0.3	0.3	-2%	-6%	2%
CC1CCCC(C)N1C(=O)COC(=O)COc1ccccc1C#N (stereo unspecified)	-9%	-3	11%	-0.2	1.0	-5%[11.6 µM]	0%	3%
CCN(CC)C(=O)c1ccc(/C=C/c2c[nH]c3ccccc23)[n+](C)c1	?	-3	37%[activator]	-3.8	79*	-17%[57.1 µM]	?	102%[activator]
COc1ccc(NS(=O)(=O)c2cc(NC(=O)c3ccc(C)s3)ccc2N2CCOCC2)cc1	9%	4	-18%	-3.2	-5.2	-13%	16%	3%
CCCCCCCCC(NC(=O)c1ccc(C#N)cc1)C(=O)NCCC (stereo unspecified)	2%	7	8%	1.2	2.2	-4%	-10%	-1%
Cc1ccc([C@H]2N[C@]3(CCCN(CC4CCCCC4)C3=O)[C@H]3C(=O)N(Cc4ccccc4)C(=O)[C@@H]23)cc1	-7%	-8	-10%	-1.3	-1.3	-1%	14%	-4%
COc1ccc(NS(=O)(=O)c2ccc3c(c2)N(C(C)=O)CCO3)cc1	5%	14	-20%	-6.6	0.2	-2%	6%	-14%
Cc1cc(Cl)ccc1NNC(=O)c1snnc1C	-2%	-5	-6%	3.3	-0.2	-15%	3%	-30%
Cc1cc(O)cc2c1C1CCC3(C)C(=O)CCC3C1C=C2 (stereo unspecified)	-4%	5	11%	-1.3	0.5	5%	-11%	0%
CC(=O)c1cccc(NC(=O)C(Sc2ncnc3ccccc23)c2ccccc2)c1 (stereo unspecified)	4%	0	-21%	0.7	2.7	-7%	9%	-7%
O=C1NC(Cc2ccccc2)c2nc3ccc(Br)cc3c(=O)n2-c2cc3ccccc3cc21 (stereo unspecified)	-9%	-2	-20%	-8.5	1.4	-2%	-7%	-3%
Cc1[nH]nc(Sc2ccccn2)c1[N+](=O)[O-]	-6%	4	-17%	1.3	-2.4	-8%	-6%	-1%

Only part of the results is shown; rates above refer to the full screens.
